High-throughput results deposited in PubChem BioAssay by National Center for Advancing Translational Sciences (NCATS).
TCR activator = activators of T cell receptors | 330,000 tested, under 10 active | Potency, µM (highest dose often 9.22 µM), for inactives: top-dose activation of IL-2 secretion, hits mostly activators | AID 504894 | primary human leukocytes, anti-CD3, IL-2 HTRF, 48 h; also: % of control where 0% means no effect
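48 hr co-incubation of compounds, a-CD3 beads and primary human leukocytes; IL-2 quantified homogeneously by HTRF with anti-IL-2 K and d2 conjugates.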
TSG101-PTAP inh = blocks PTAP/TSG101 interaction to inhibit HIV-1 budding; Q99816; Fluorescence polarization, FITC-PTAP peptide / Tsg101 binding; Potency, µM (titrated, usually from 115 µM), inactives show top-dose activity change, negative = inhibition, most hits filed as inhibitors; 340,000 tested, under 10 active; active = well fitted inhibition curve with a large enough effect in the main read-out, with a control signal flat, not every such curve was filed as active; inconclusive = small, poorly fitted or top-dose-only effect, or effect the other way, or a change in a side signal; inactive = no such curve, though single readings can be large or run the other way; also: potency is read from the fitted curve at half-maximal effect; % of control where 0% means no effect
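FP read-out: FITC-PTAP peptide, 50 nM final, binding Tsg101 binding domain, 10 uM final; 20 min, r.t.; 10 mM HEPES pH 7.5, 0.15 M NaCl, 0.01% Tween 20, 3 mM EDTA, 0.1 mM TCEP.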
TSHR antag = antagonists of human thyroid stimulating hormone receptor | P16473 | TSHR-expressing cells, TSH-stimulated cAMP HTRF, 2 h; stronger effect = lower value | activity change, negative = inhibition, % at 11.5 µM | 330,000 tested, 0.2% active | AID 504810;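 active = activity change below a set negative limit, meaning inhibition stronger than a set level, cut at about -70% in these data; inconclusive = activity change between two set negative limits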; also: % is scaled to controls: 0 for no effect and ±100 for the full control effect
Target sequence (P16473 whole entry, looked up): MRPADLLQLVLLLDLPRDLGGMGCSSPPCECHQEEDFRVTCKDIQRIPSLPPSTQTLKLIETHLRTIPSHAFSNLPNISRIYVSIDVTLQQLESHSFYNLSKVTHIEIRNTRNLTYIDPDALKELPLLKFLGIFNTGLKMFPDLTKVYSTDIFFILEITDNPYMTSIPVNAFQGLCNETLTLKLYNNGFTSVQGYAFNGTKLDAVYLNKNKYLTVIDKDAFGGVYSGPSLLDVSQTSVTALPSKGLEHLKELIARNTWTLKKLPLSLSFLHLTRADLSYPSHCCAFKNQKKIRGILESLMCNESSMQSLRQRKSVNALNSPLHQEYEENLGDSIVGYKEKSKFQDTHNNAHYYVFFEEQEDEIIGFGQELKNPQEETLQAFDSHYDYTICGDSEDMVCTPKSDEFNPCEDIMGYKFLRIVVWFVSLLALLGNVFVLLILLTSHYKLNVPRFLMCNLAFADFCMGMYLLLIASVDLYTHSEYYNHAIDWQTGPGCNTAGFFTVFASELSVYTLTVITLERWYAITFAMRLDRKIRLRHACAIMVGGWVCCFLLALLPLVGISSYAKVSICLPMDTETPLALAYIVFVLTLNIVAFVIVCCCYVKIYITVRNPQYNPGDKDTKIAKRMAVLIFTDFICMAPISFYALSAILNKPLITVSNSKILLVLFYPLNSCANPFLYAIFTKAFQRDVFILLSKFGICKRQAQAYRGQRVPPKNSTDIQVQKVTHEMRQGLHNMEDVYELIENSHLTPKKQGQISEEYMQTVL
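TSHR-expressing cells were treated with compounds, then stimulated with TSH at EC80 (4nM final) for 2 hours at 37 deg C. Cellular cAMP was measured by HTRF competition between lysate cAMP and cAMP-d2 for a cryptate-labelled anti-cAMP antibody.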
MBNL1-CUG inh = MBNL1-poly(CUG) RNA binding inhibition; TR-FRET MBNL1-His/biotin-(CUG)12 binding, 665/545 ratio; Potency, µM (top dose mostly 57.5 µM), without a hit: at the top dose activity change, negative = inhibition, usual class: inhibitors; 280,000 tested, 0.036% active; AID 2675; active = well fitted inhibition curve with a large enough effect in the signal ratio, with a control signal flat, not every such curve was filed as active; inconclusive = small, poorly fitted or top-dose-only effect, or effect the other way, or a change in a side signal; inactive = no such curve, though single readings can be large or run the other way; the % refers to the signal ratio; also: potency is read from the fitted curve at half-maximal effect; % is scaled to controls: 0 for no effect and ±100 for the full control effect
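TR-FRET between His-tagged MBNL1 and biotin-(CUG)12 RNA, detected with Tb anti-His antibody (0.055 ng/ul) and streptavidin-XL665 (5 nM), 60 min at room temperature. Compounds titrated 92 nM to 58 uM; 665/545 nm ratio normalized to buffer and complex controls.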
A-T KAP1 phos = potential ataxia-telangiectasia treatments restoring KAP-1 phosphorylation. […] A-T fibroblasts, KAP-1 phosphorylation AlphaLISA; neocarzinostatin DNA damage 30 min before lysis. Potency, µM (titrated, usually from 57.5 µM), for inactives: at the top dose activation, usual class: activators. 320,000 tested, 0.19% active. AID 485349; also: potency is read from the fitted curve at half-maximal effect; % of control where 0% means no effect; nearly all actives have a fitted effect of over 45% in size
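hTERT-immortalized A-T patient fibroblasts ([…]), 500 cells/well in OPTI-MEM, 1% FBS, got compounds for 60 min, then NCS for 30 min at 37C. Lysates were then assayed for phospho-KAP-1 by AlphaLISA (anti-pKAP1 donor, anti-KAP1 acceptor beads), 6 hr at 25C.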
CXXC DNA block = blocks binding of human MLL CXXC domain to DNA. Potency, µM (highest dose often 115 µM), without a hit: top-dose activity change, negative = inhibition, hits mostly inhibitors. MLL-CXXC / FITC-HOXA9 DNA fluorescence polarization. 290,000 tested, 0.037% active. Q03164; active = well fitted inhibition curve with a large enough effect in the polarisation, with a control signal flat, not every such curve was filed as active; inconclusive = small, poorly fitted or top-dose-only effect, or effect the other way, or a change in a side signal; inactive = no such curve, though single readings can be large or run the other way; the % refers to the polarisation; also: potency is read from the fitted curve at half-maximal effect
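Fluorescence polarization: 7 uM MLL-CXXC (stock) preincubated 5 min with compounds, then 50 nM fluorescein-HOX-A9 DNA (stock) added; 30 min ambient. Buffer 50 mM Tris-HCl pH 7.5, 50 mM NaCl, 1 mM DTT, 0.05% BSA.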
Menin MLL FP TR = menin-MLL binding inhibition, Texas Red mutant peptide; O00255; Potency, µM (top dose mostly 61.6 µM), for the others: top-dose FP activity change, negative = inhibition, actives largely listed as inhibitors; 270,000 tested, 0.23% active; Menin + Texas Red MLL mutant peptide, fluorescence polarization; active = well fitted inhibition curve with a large enough effect in the polarisation, with a control signal flat, not every such curve was filed as active; inconclusive = small, poorly fitted or top-dose-only effect, or effect the other way, or a change in a side signal; inactive = no such curve, though single readings can be large or run the other way; the % refers to the polarisation; also: potency is read from the fitted curve at half-maximal effect; % of control where 0% means no effect; many of its hits are not listed in these tables
Mito fusion yeast = inhibitors of mitochondrial division or activators of mitochondrial fusion; S. cerevisiae fusion-defective mutant growth rescue, CellTiterGlo 48 h; Potency, µM (doses to about 46.1 µM), for the others: top-dose growth rescue (activation), hits mostly activators; 320,000 tested, 0.23% active; AID 485298;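 also: potency is read from the fitted curve at half-maximal effect; % of control where 0% means no effect; nearly all actives have a fitted effect of over 45% in size; temperature-sensitive fusion mutants such as fzo1-1 at 37 °C on non-fermentable ethanol glycerol medium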
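Luminescent cell viability in 1536-well qHTS format served as the measure of rescued growth in ts fusion-mutant S. cerevisiae cultured on non-fermentable YPEG for 48 hours at 37C.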
ASM inhibitor = blocks human secretory acid sphingomyelinase; 340,000 tested, 0.006% active; Potency, µM (highest dose often 57.5 µM), inactives show top-dose activity change, negative = inhibition, actives largely listed as inhibitors; P17405; placental ASM, HMU-PC fluorogenic substrate, 60 min; also: potency is read from the fitted curve at half-maximal effect
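Fluorescence read-out (Ex 386 nm, Em 447 nm) after stopping the reaction at pH 10. Enzyme: ASM from human placenta; substrate HMU-PC0, 9 uM final; 60 min, 37 °C. Compound preincubation 10 min, ambient temperature.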
Integrin act MD = activates integrin-mediated alleviation for muscular dystrophy; alpha7betagal myoblasts, beta-gal FDG fluorescence, 48 h; Potency, µM (top dose mostly 38.3 µM), inactives show at the top dose activation, hits mostly activators; 350,000 tested, 0.064% active; AID 624291;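 also: potency is read from the fitted curve at half-maximal effect; 100% = response of the positive control SU9516; nearly all actives have a fitted effect of over 60% in size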
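alpha7betagal+/- myoblasts (passage 13, 250/well) treated 48 h at 37C with compounds at 1:260 dilution of DMSO stock. Lysed, then beta-galactosidase activity read as FDG fluorescence (ex 480/em 540) after 30 min, with pre-read for autofluorescence.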
Active calls of the source: *; u = inconclusive; x = not tested or not shown; [ ] = remark or other dose. Unless noted, calls follow the shape of the dose curve; as a rule, active = well fitted curve in the direction sought with a large enough effect; inconclusive = small, poorly fitted or top-dose-only effect, or another doubt; inactive = no such curve, though single readings can be large; an effect the other way counts as inactive or inconclusive.

canonical_smiles | TCR activator | TSG101-PTAP inh | TSHR antag | MBNL1-CUG inh | A-T KAP1 phos | CXXC DNA block | Menin MLL FP TR | Mito fusion yeast | ASM inhibitor | Integrin act MD
CCn1nc(C)c(CN2CCN(Cc3cccc(OC)c3)C(CCO)C2)c1C (stereo not drawn) | 2% | -4% | -1 | u | -3% | -1% | 0% | 7% | 0% | -37%
COCC(=O)N/N=C\c1ccccc1OC/C=C/c1ccccc1 | 5% | -4% | -28 | 0% | x | 17% | x | -2% | -5% | -18%
COc1ccc(C(CNC(=O)c2[nH]c(C)c(C(C)=O)c2C)N2CCOCC2)cc1 (stereo not drawn) | -9% | -2% | 6 | x | -1% | x | x | 4% | 6% | -13%
COC(CNC(=O)CCCn1nnnc1CN1CCOCC1)c1cccs1 (stereo not drawn) | 6% | -4% | 6 | 10% | 12% | -6% | -1% | 1% | 0% | 2%
COc1ccc(-c2cc(C(F)(F)F)nc(SCC(=O)Nc3cc(C)on3)n2)cc1OC | 7% | -3% | 2 | 3% | -2% | 2% | 11% | 3% | 148%[activator] | 12%
CCOC(=O)c1c(C)n(C)c2ccc(OC(=O)c3ccoc3)cc12 | -1% | -1% | 0 | -13% | 8% | 13% | 0% | 1% | -5% | -5%
COc1cc(/C=N/NC(=O)Cc2csc(N3CCOCC3)n2)cc(OC)c1O | -22% | -8% | 8 | u | -7% | -2% | 9% | -4% | 390%[activator] | 0%
Cc1nc(-c2ccccn2)nc(N(C)c2ccccc2)c1Cl | 4% | -5% | -4 | 1% | 9% | 5% | u | 6% | 3% | -46%[inhibitor]
COc1ccc(S(=O)(=O)N(CC(=O)N2CCCC2)Cc2ccccc2)cc1 | -21% | -3% | 2 | 4% | 7% | -4% | -7% | 0% | -2% | -9%
O=C(NCCNC(=O)c1ccccc1O)c1ccccc1O | 1% | -7% | -8 | -9% | 4% | 0% | 15% | -1% | -3% | 3%
CC(=O)Nc1ccc(Oc2ccc(-c3noc(C)n3)cc2)cc1 | 0% | -3% | x | -1% | x | 0% | -21% | 4% | -2% | -16%
O=C(Nc1ccncc1)c1cccc2ccccc12 | 0% | 0% | 5 | x | 7% | 3% | x | -11% | 0% | 12%
O=C(CN1CCC(NC(=O)c2ccccc2F)CC1)NCc1ccc(F)cc1 | -2% | -2% | 11 | -2% | 3% | 5% | 0% | -4% | 1% | -51%[inhibitor]
COc1ccc(CNC(=O)[C@H](C)NC(=O)[C@@H]2Cc3ccccc3CN2)cc1 | -11% | -1% | -8 | -3% | 5% | -6% | 1% | 0% | 3% | 0%
CCOC(=O)C(=O)Nc1cc(C(=O)OC)cc(C(=O)OC)c1 | -10% | -3% | -4 | -3% | 5% | 5% | -7% | -3% | 0% | 1%
CCOC(=O)C1=C(CN2CCSCC2)NC(=O)NC1c1cccc([N+](=O)[O-])c1 (stereo not drawn) | 6% | 0% | 37 | u | 3% | 17% | -5% | 4% | -1% | 23%
NC(=O)C[n+]1cccc(C(=O)Nc2ccccc2)c1 | 4% | -5% | -7 | 7% | -4% | -4% | -23% | 4% | -8% | u
Cc1ccc(C(=O)Nc2ncccc2C)cc1S(=O)(=O)N1CCOCC1 | x | -5% | -2 | x | 0% | x | x | -1% | 2% | 6%
Cc1cccc(C)c1NC(=O)CNC(=O)c1ccc(COc2ccccc2)o1 | -32% | -1% | 8 | x | 3% | x | x | -4% | 2% | -15%
COc1ccc(OC)c(C(c2nnnn2CCc2ccccc2)N2CCC(C(N)=O)CC2)c1 (stereo not drawn) | 1% | -8% | -6 | -1% | 1% | -7% | -1% | 1% | 3% | 18%
CCOC(=O)c1ccc(NC(=O)CSc2nc3ncccc3[nH]2)cc1 | -5%[46.1 µM] | -3% | -7 | -19% | -2% | -8% | 0% | -1% | -3% | -5%
Cc1ccc(S(=O)(=O)Nc2cc(=O)[nH]c(SCc3ccccc3Cl)n2)cc1 | 0%[46.1 µM] | -3% | -32 | -8% | 9% | 0% | -21% | -3% | 3% | -39%
O=C(NCc1ccco1)C1CC(c2ccc(F)cc2)=NO1 (stereo not drawn) | 1% | 0% | 3 | x | -6% | -4% | x | 9% | 4% | 7%
COc1ccc(-c2ccc(CCC(=O)O)n2Cc2ccco2)cc1 | 2% | -1% | -10 | 6% | 1% | -1% | 2% | 1% | 40% | -14%
CC(=O)N1CCN(S(=O)(=O)c2cccc(C(=O)NC3CCCc4ccccc43)c2)CC1 (stereo not drawn) | -7% | -2% | 6 | 1% | 0% | -1% | 15% | -2% | 3% | 23%
CCC(=O)Nc1ccc(Cl)c(-c2nc3ncccc3o2)c1 | -5% | -2% | 3 | -7% | 5% | 4% | 4% | 4% | 0% | u
Cc1ccc(C(=O)NCCc2ccccc2)cc1 | -5% | -2% | -2 | 1% | 1% | 0% | -2% | 1% | -2% | u
O=C(Nc1cccc(Cl)c1)N1CCN(Cc2ccccc2)CC1 | -2% | 0% | 5 | -6% | -4% | 11% | -4% | 0% | -3% | 11%
OC(CNC1CCCC1)COc1ccccc1Br (stereo not drawn) | x | -7% | -33 | -10% | -1% | -2% | -7% | -5% | -1% | 0%
Cc1cc(N=Nc2ccccc2)c(NCC(O)C(O)C(O)CO)cc1C (stereo not drawn) | 1% | 3% | -4 | u | -5% | -8% | u | -5% | -17% | 27%
CC1CCCC(C)N1C(=O)CSCc1ccc(Cl)cc1 (stereo not drawn) | 2% | -12% | 1 | -3% | 5% | 9% | 0% | 5% | -3% | -5%
CSc1ccc(-c2nc(CSCC(=O)NC3CC3)c(C)o2)cc1 | -8% | -3% | -33 | 3% | -5% | -6% | -11% | 4% | 0% | 19%
O=[N+]([O-])c1cccc(-c2ccc(CN3CCCCC3)o2)c1 | x | 0% | 3 | u | -9% | -3% | 0% | -2% | 0% | 12%
CCCNS(=O)(=O)c1cccc2cccnc12 | 6% | 0% | -10 | 1% | 7% | 2% | 2%[11.7 µM] | -1% | 2% | -14%
CCOC(=O)N1CCN(c2ncnc3scc(-c4ccc(Cl)cc4)c23)CC1 | 0% | -3% | 4 | 16% | 2% | 5% | u | 21% | -17% | 7%
COc1cccc(Oc2c(C)oc3c(CN4CCCCC4)c(O)ccc3c2=O)c1 | 7% | -2% | -2 | 14% | 5% | 6% | x | -1% | 391%[activator] | -13%

Given as labelled records: 3 of the compounds above.
> O=C(Nc1cccc(Cl)c1)N1CCN(Cc2ccccc2)CC1
  TCR activator: -2% | TSG101-PTAP inh: 0% | TSHR antag: 5 | MBNL1-CUG inh: -6% | A-T KAP1 phos: -4% | CXXC DNA block: 11% | Menin MLL FP TR: -4% | Mito fusion yeast: 0% | ASM inhibitor: -3% | Integrin act MD: 11%

> CC1CCCC(C)N1C(=O)CSCc1ccc(Cl)cc1 (stereo not drawn)
  TCR activator: 2% | TSG101-PTAP inh: -12% | TSHR antag: 1 | MBNL1-CUG inh: -3% | A-T KAP1 phos: 5% | CXXC DNA block: 9% | Menin MLL FP TR: 0% | Mito fusion yeast: 5% | ASM inhibitor: -3% | Integrin act MD: -5%

> Cc1ccc(C(=O)NCCc2ccccc2)cc1
  TCR activator: -5% | TSG101-PTAP inh: -2% | TSHR antag: -2 | MBNL1-CUG inh: 1% | A-T KAP1 phos: 1% | CXXC DNA block: 0% | Menin MLL FP TR: -2% | Mito fusion yeast: 1% | ASM inhibitor: -2% | Integrin act MD: u

(continued)
canonical_smiles | TCR activator | TSG101-PTAP inh | TSHR antag | MBNL1-CUG inh | A-T KAP1 phos | CXXC DNA block | Menin MLL FP TR | Mito fusion yeast | ASM inhibitor | Integrin act MD
CCN1C(=O)CCCc2ccccc21 | -7% | -6% | 2 | -6% | 4% | 4% | -1% | -18% | -8% | 33%
Cc1c(Cl)cccc1NC(=S)NC1CCN(C(C)C)CC1 | -10% | 0% | -3 | -6% | 6% | 0% | -17% | 4% | 4% | 0%
Cc1onc(C(=O)N2CCN(Cc3ccccc3)CC2)c1[N+](=O)[O-] | 0% | -4% | -3 | 10% | 2% | 11% | 6% | -5% | 0% | 0%
O=C(NCCc1ccc(Cl)cc1)c1cc(S(=O)(=O)N2CCCCC2)c[nH]1 | 12% | -3% | -9 | 1% | 7% | 6% | -4% | -2% | 0% | 0%

Not all compounds are listed (hit frequency here may not be typical).
